ADAM17 inh: ADAM17 inhibition, QFRET primary screen; inhibition, % at 6.95 µM; hit rate 0.83% among 370,000; P78536; recombinant ADAM17, EDANS/DABCYL FRET peptide cleavage;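 active means inhibition above the mean of compounds lying between control limits plus 3 SD, set per campaign, cut at about 8.5% in these data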;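 further: 0% = DMSO-only wells as the low control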
Tn6 DDE FP: disrupts Tn6 cyclic peptide binding to fibrin D-Dimer-E complex | hit rate 0.21% among 370,000 | Fibrin DD(E) TRITC-Tn6 fluorescence polarization displacement | inhibition, % at 8.3 µM;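 active means inhibition above a per-campaign cutoff: mean of compounds within control limits plus 3 SD, cut at about 15% in these data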;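 further: 0% = median of all compound wells on the plate and 100% = blocking peptide control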
ADAM10 inh: inhibitors of human ADAM10. inhibition, % at 7 µM. O14672. recombinant ADAM10, EDANS/DABCYL FRET peptide cleavage, 3 h. hit rate 0.62% among 370,000;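 active means inhibition above a per-campaign cutoff equal to the mean of compounds falling between control-based bounds plus 3 SD, cut at about 20% in these data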;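 further: 0% = DMSO wells while the 100% control is not disclosed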
Target sequence (O14672 214-748 limits assumed): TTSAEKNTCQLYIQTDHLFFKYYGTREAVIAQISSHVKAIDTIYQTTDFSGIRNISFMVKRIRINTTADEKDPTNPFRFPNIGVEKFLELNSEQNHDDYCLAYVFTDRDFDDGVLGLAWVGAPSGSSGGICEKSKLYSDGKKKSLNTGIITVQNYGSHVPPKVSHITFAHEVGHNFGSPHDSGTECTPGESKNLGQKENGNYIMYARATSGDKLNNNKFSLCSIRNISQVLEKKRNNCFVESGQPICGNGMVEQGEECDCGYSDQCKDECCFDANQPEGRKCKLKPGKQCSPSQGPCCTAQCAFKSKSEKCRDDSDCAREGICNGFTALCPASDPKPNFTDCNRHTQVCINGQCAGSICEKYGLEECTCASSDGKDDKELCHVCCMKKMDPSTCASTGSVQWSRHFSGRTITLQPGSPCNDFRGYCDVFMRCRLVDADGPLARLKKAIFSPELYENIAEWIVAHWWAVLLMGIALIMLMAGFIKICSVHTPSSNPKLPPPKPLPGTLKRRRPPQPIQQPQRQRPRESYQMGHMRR
LEDGF integ inh: blocks HIV-1 LEDGF/p75-dependent DNA integration. TR-FRET IN-LEDGF/p75 DNA integration, Eu/Cy5. inhibition, % at 3.7 µM. hit rate 0.64% among 370,000. AID 743269;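 active means inhibition above the screen-wide mean plus 3 SD, cut at about 13% in these data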;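 further: signal is the Cy5 over europium emission ratio at 671 and 618 nm; 0% = plate median of compound wells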
TDP2 absorb: blocks human TDP2 phosphodiesterase activity. O95551. recombinant TDP2, T5PNP hydrolysis, p-nitrophenol absorbance 415 nm. inhibition, % at 12.8 µM. hit rate 0.34% among 370,000. AID 720702;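 active means inhibition above the mean of all tested compounds plus 3 SD, set per campaign, cut at about 25% in these data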;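 further: 0% = DMSO with enzyme and 100% = buffer with substrate but no TDP2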
Target sequence (O95551 whole entry, looked up): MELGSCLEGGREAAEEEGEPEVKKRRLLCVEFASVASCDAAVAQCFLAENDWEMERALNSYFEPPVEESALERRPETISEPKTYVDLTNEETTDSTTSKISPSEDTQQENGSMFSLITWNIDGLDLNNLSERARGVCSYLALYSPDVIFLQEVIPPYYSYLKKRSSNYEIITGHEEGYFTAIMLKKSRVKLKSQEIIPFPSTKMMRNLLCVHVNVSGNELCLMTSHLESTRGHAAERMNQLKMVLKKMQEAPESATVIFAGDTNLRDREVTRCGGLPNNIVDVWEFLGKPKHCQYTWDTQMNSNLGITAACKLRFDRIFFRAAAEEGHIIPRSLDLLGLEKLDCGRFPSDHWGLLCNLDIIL
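Material: recombinant human TDP2; quantity: TDP2 enzyme at 120 nM final; medium: Tris-HCl pH 7.5 with MgCl2; compound: single concentration, 12.8 µM nominal, with 1% DMSO; incubation: 2 h enzyme incubation at 37 °C; signal: epi absorbance; measure: percent inhibition; benchmarks: high control without enzyme, low control DMSO plus TDP2; repeats: singlicate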
Tn7 DDE FP: disrupts Tn7 cyclic peptide binding to fibrin D-Dimer-E complex. P02675. FP displacement of FITC-Tn7 peptide from fibrin DD(E); 0% = median of compound wells per plate. inhibition, % at 8.3 µM. hit rate 0.13% among 370,000;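 active means inhibition above the mean of compounds falling within the control limits plus 3 SD of them, cut at about 14% in these data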;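 further: 0% = plate median of compound wells and 100% = 10 µM Aha-Tn7 peptide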
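Test system: human clot-derived fibrin DD(E) complex / Quantity: 2 µM final DD(E) protein / Incubation: 10 min plus 3 h, room temperature / Measured by: fluorescence polarization / Benchmarks: high control of 10 µM Aha-Tn7 peptide / Replicates: singlicate testing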
ARFGAP1 inhibitor: rat ARFGAP1 inhibition | inhibition, % at 16.5 µM | Arfgap1-stimulated ARF1 GTP hydrolysis, GDP FP detection | hit rate 0.26% among 360,000 | AID 651572;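 active means inhibition above a per-plate limit, mean inhibition of low control wells plus 3 SD, cut at about 25% in these data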;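 further: 0% = DMSO wells with enzyme and 100% = wells lacking Arfgap1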
Target sequence (Q62848 1-136 limits assumed): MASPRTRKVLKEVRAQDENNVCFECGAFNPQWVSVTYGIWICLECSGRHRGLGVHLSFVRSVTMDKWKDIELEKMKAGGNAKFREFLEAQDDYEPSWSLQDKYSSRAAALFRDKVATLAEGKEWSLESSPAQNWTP
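Material: rat Arfgap1 catalytic domain, aa 1-136; also added: human ARF1(Δ1-17)-GTP substrate; compound dosing: one concentration, 16.5 µM, DMSO 1.26%; incubation: GTP hydrolysis reaction 2 h at 25 °C; measured by: Tracer-displacement fluorescence polarization with EDTA stop, 620/688 nm; evaluation: % inhibition from polarization; repeats: one replicate per compound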
PLCg1 inh: inhibitors of human phospholipase C gamma1; purified PLC-gamma1, fluorogenic substrate, fluorescence; hit rate 0.84% among 370,000; inhibition, % at 12.2 µM; P19174; in the data active means inhibition above about 9.5%
KLK7 zymogen act: activates the human kallikrein-7 zymogen | AID 652039 | activation, % at 7 µM | purified proKLK7, EDANS-DABCYL substrate fluorescence; 100% is mature enzyme control, 0% vehicle | P49862 | hit rate 0.9% among 370,000;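 active means activation above the mean of all tested compounds plus 3 SD, computed per campaign excluding outliers beyond control limits, cut at about 13% in these data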
ASAP1 inh: ASAP1 ArfGAP inhibition; ASAP1-stimulated ARF1 GTP hydrolysis, GDP FP detection; inhibition, % at 16.5 µM; hit rate 0.19% among 360,000; in the data active means inhibition above about 25%;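 further: 0% = vehicle with enzyme and substrate and 100% = no enzyme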
Active calls of the source: *; i = inactive; . = not tested or not shown.

Sequence of screens: ADAM17 inh, Tn6 DDE FP, ADAM10 inh, LEDGF integ inh, TDP2 absorb, Tn7 DDE FP, ARFGAP1 inhibitor, PLCg1 inh, KLK7 zymogen act, ASAP1 inh
> Cc1cc2cc3c(=O)[nH]c(=O)[nH]c3nc2cc1C
 : -67, -4, -145, -1, -8, -1, -1, -24, -2.8, 2
> Cn1c(Cc2ccc3c(c2)OCO3)nnc1SCC(=O)NC(C)(C)C
 : -2, 10, 0, 1, 7, -2, 1, 0, -0.3, -3
> O=C(CCC(=O)c1ccccc1)NC1CCCN(Cc2ccccc2F)C1 (configuration not stated)
 : 1, 4, 6, 3, -5, 2, 4, -2, 0.1, 9
> CCC1(CC)NC(=S)NC1=S
 : -1, 1, -7, 0, 3, -3, 3, -3, -1.0, 1
> Cc1cc(NC(=O)CC23CC4CC(C2)CC(CC(=O)Nc2cc(C)on2)(C4)C3)no1
 : -3, -3, 0, 1, -5, -4, 3, 4, -0.7, 0
> COc1cc(Cl)c(C)cc1NC(=O)CC1CCCC1
 : -2, 7, 3, -1, -6, 9, 0, 1, -0.3, 6
> CC(=O)c1ccc(NC(=O)CSc2ccc(-c3ccc4c(c3)OCO4)nn2)cc1
 : -4, 4, -3, 0, 8, -3, 4, -1, -0.5, 7
> COC(=O)CCC(NC(=O)OCc1ccccc1)C(=O)NC(CC(C)C)C(=O)OC (configuration not stated)
 : -1, 2, 4, -2, 12, 6, -20, 1, 0.9, -5
> O=C(CN1CCN(Cc2ccccc2Cl)C1=O)NC1CCCCCCC1
 : 3, 4, 4, -1, 5, 3, -3, 3, 0.4, 3
> Nc1nnc(N2CCCCC2)s1
 : -3, -1, 0, -1, 6, -1, 1, 0, -0.4, -3
> COCCOC(=O)c1sc2nc[nH]c(=O)c2c1C
 : -17, 4, -59, -2, 4, -2, -4, -18, -1.7, -12
> COc1cc(C(=O)O/N=C2\CCCc3c2ccc(OC)c3[N+](=O)[O-])cc(OC)c1OC
 : -1, -6, 1, 1, 8, -5, 25*, 1, -0.1, 11
> Cc1ccc(C(=O)CC(c2cccs2)S(=O)(=O)c2ccc(C)cc2)cc1 (configuration not stated)
 : -2, -2, 0, -3, 7, 2, 13, 2, 0.5, 1
> CNC(=S)N/N=C/c1cn(Cc2c(F)cccc2Cl)c2ccccc12
 : 8, -3, 8, 4, -9, -9, -7, 4, -1.8, 3
> CCOC(=O)C1=C(C)Nc2ccccc2N=C1NC(=O)Cc1ccc(Cl)c(Cl)c1
 : 0, -1, 11, 1, -11, 3, 15, 4, -0.1, 14

5 entries from above, with values ahead of the structure:
| ADAM17 inh | Tn6 DDE FP | ADAM10 inh | LEDGF integ inh | TDP2 absorb | Tn7 DDE FP | ARFGAP1 inhibitor | PLCg1 inh | KLK7 zymogen act | ASAP1 inh | SMILES |
| --- | --- | --- | --- | --- | --- | --- | --- | --- | --- | --- |
| 3 | 4 | 4 | -1 | 5 | 3 | -3 | 3 | 0.4 | 3 | O=C(CN1CCN(Cc2ccccc2Cl)C1=O)NC1CCCCCCC1 |
| -3 | -1 | 0 | -1 | 6 | -1 | 1 | 0 | -0.4 | -3 | Nc1nnc(N2CCCCC2)s1 |
| 0 | -1 | 11 | 1 | -11 | 3 | 15 | 4 | -0.1 | 14 | CCOC(=O)C1=C(C)Nc2ccccc2N=C1NC(=O)Cc1ccc(Cl)c(Cl)c1 |
| -1 | 2 | 4 | -2 | 12 | 6 | -20 | 1 | 0.9 | -5 | COC(=O)CCC(NC(=O)OCc1ccccc1)C(=O)NC(CC(C)C)C(=O)OC (configuration not stated) |
| -2 | -2 | 0 | -3 | 7 | 2 | 13 | 2 | 0.5 | 1 | Cc1ccc(C(=O)CC(c2cccs2)S(=O)(=O)c2ccc(C)cc2)cc1 (configuration not stated) |

Back to the main list, starting three compounds before the break.
Sequence of screens: ADAM17 inh, Tn6 DDE FP, ADAM10 inh, LEDGF integ inh, TDP2 absorb, Tn7 DDE FP, ARFGAP1 inhibitor, PLCg1 inh, KLK7 zymogen act, ASAP1 inh
> Cc1ccc(C(=O)CC(c2cccs2)S(=O)(=O)c2ccc(C)cc2)cc1 (configuration not stated)
 : -2, -2, 0, -3, 7, 2, 13, 2, 0.5, 1
> CNC(=S)N/N=C/c1cn(Cc2c(F)cccc2Cl)c2ccccc12
 : 8, -3, 8, 4, -9, -9, -7, 4, -1.8, 3
> CCOC(=O)C1=C(C)Nc2ccccc2N=C1NC(=O)Cc1ccc(Cl)c(Cl)c1
 : 0, -1, 11, 1, -11, 3, 15, 4, -0.1, 14
> Cc1ccc(NC(=O)CSc2nnnn2-c2ccc3c(c2)OCO3)cc1C
 : 5, -5, 3, -1, -22, -8, 15, 7, -0.3, -1
> CC(C)c1ccc(C(=O)NC(=S)NCc2cccnc2)cc1
 : 2, 1, 1, 3, 1, 8, 9, 1, -0.3, -7
> Cc1cccc(NC(=S)N2CCN(c3ccccn3)CC2)c1
 : 2, 8, -2, -1, -14, 0, 9, 4, 0.5, -3
> CCOC(=O)c1ccccc1N=Cc1c(O)c2ccccc2oc1=O
 : -1, -8, 1, -3, -1, 1, 9, -5, -2.7, -8
> O=C(COC(=O)C1CCN(S(=O)(=O)c2cccs2)CC1)Nc1ccc(F)cc1F
 : -3, 1, -7, -3, 6, 7, -5, 3, -0.5, -8
> COc1ccc(/C=N/NC(=O)c2cc3c(OC)ccc(OC)c3[nH]2)cc1O
 : 1, -22, 12, 2, -14, 2, -1, -64, 1.3, 12
> Cc1cccn2c(=O)c3cc(C#N)c(=NC(=O)c4ccncc4)n(CCCOC(C)C)c3nc12
 : -314, 1, i, -3, 2, 8, -3, -108, -0.7, -18
> CCN(CC)S(=O)(=O)c1ccc(C(=O)Nc2cc(C)on2)cc1
 : -2, -7, 1, 1, 16, 10, -4, -1, -0.6, 3
> Cc1cc(C)c(S(=O)(=O)Nc2ccc(-c3cn4ccccc4n3)cc2)c(C)c1
 : -7, -3, -17, 2, -6, 4, 9, -98, -22, -4
> COc1ccc(C(=O)Nc2ccccc2C(=O)NC(Cc2ccc(O)cc2)C(=O)NNC(=O)c2ccccc2Cl)cc1 (configuration not stated)
 : -3, -1, -12, -1, 6, -4, 5, -1, 0.5, 13
> COc1ccc2c(c1)nc(-c1cccc(Br)c1)c(=O)n2C(c1ccccn1)c1nc2ccccc2[nH]1 (configuration not stated)
 : -70, -5, -265, 2, -6, -7, 8, -132, 2.6, 18
> O=C(NCc1ccco1)c1cccc2c1C(=O)c1ccc(/C=C/c3ccccc3)cc1S2(=O)=O
 : -12, 6, -21, 6, 7, 5, -6, -247, -4.9, -3
> CCc1ccc(CN(C)Cc2nc(Cc3cccc(C(F)(F)F)c3)no2)nc1
 : 2, 0, 4, 3, -9, -14, 5, -2, -0.3, 2
> CCOC(=O)c1ccc(N2C=C(C(=O)OC)C(c3cccc(O)c3)C(C(=O)OC)=C2)cc1
 : -114, 4, -290, 3, 4, -1, 3, -53, -28, 3
> COC(=O)[C@@H](NC(=O)NC1CCCc2ccccc21)C(C)C (some centres not stated)
 : -5, 3, -3, -1, -4, 7, 2, 1, -0.3, -4

Copied from the list.
COc1ccc(C(=O)Nc2ccccc2C(=O)NC(Cc2ccc(O)cc2)C(=O)NNC(=O)c2ccccc2Cl)cc1 (configuration not stated) in LEDGF integ inh = -1
CC(C)c1ccc(C(=O)NC(=S)NCc2cccnc2)cc1 in LEDGF integ inh = 3
Cc1ccc(NC(=O)CSc2nnnn2-c2ccc3c(c2)OCO3)cc1C in KLK7 zymogen act = -0.3

Later entries:
Sequence of screens: ADAM17 inh, Tn6 DDE FP, ADAM10 inh, LEDGF integ inh, TDP2 absorb, Tn7 DDE FP, ARFGAP1 inhibitor, PLCg1 inh, KLK7 zymogen act, ASAP1 inh
> COCCCn1c(SCC(=O)c2c(N)n(C3CC3)c(=O)[nH]c2=O)nnc1-c1ccccc1Cl
 : 3, 0, -5, 5, -3, -5, 8, 1, 0.1, 5
> Cc1ccc(C(=O)c2cc([N+](=O)[O-])ccc2N2CCCCC2)cc1
 : 5, -4, 2, -2, -10, -1, 0, 5, 0.7, 3
> CCOC(=O)C1=CC[C@]2(C)c3c(c4ccccc4n3C)C(=O)C1N2C
 : 2, 0, -26, -2, -9, -8, 7, -30, 1.1, -3
> COc1cccc(-c2ccc3ncnc(N(C)Cc4ccco4)c3c2)c1
 : 0, -4, -10, 1, 2, -4, -9, -12, 0.0, 7
> COc1ccc(S(=O)(=O)N2CCOC2CNC(=O)C(=O)NCc2cccnc2)cc1C (configuration not stated)
 : -2, 3, 7, 1, 10, -3, 6, 2, 0.2, 2
> O=C(NCC(c1cccs1)N1CCOCC1)c1cc(-c2ccccn2)nc2ccccc12 (configuration not stated)
 : -3, -4, -1, 0, 11, -3, 1, -3, -0.2, -9
> COC(=O)C[C@@H]1CC[C@H]2[C@H](COc3ccc(NC(=O)C4CCC4)cc3C(=O)N2C)O1
 : 0, -1, -2, -1, 6, -5, ., 2, 0.4, .
> CCn1cc(C(=O)NCCc2ccccc2)c(=O)c2cc(S(=O)(=O)N3CCCC3)ccc21
 : 0, 2, 0, 4, 9, 2, 2, 2, 0.1, -6
> CC(C)NC(=O)c1nc2ccccc2s1
 : -3, 1, 4, 0, 3, 1, 0, 0, -0.9, 18
> Cc1sc2ncnc(OCC(=O)N3CCN(S(=O)(=O)c4ccccc4)CC3)c2c1C
 : -2, 7, 7, -5, 5, 4, -8, 4, -0.6, -13
> CCCCn1nnnc1C(CC)N1CCN(C/C=C/c2ccccc2)CC1 (configuration not stated)
 : -1, -9, -4, 3, 1, 1, 2, -1, -0.7, 9
> COc1cc2nncc(SC)c2cc1OC
 : 0, 10, -5, -1, 6, 2, 3, -1, -0.4, -12
> O=C(c1ccc(Br)cc1)N1CCCC1
 : -2, -2, -5, 1, 1, 2, 2, 0, 1.1, 0
> O=C(COc1ccc(C(=S)N2CCOCC2)cc1)N1CCCC1
 : -2, -3, 1, 0, 11, -7, -8, 1, 0.0, 6
